Compound activity as filed in PubChem.
All columns: NCI-60 one-dose screen, growth in % after 48 h at 10 µM unless noted; 100 = growth as untreated, 0 = no growth, -100 = all killed.
NCI-H522 = NCI-H522 lung cancer. 78,000 tested, 8% active. AID 1794739
HCT-15 = HCT-15 colon cancer; AID 1794746; 82,000 tested, 5.2% active
NCI-H460 = NCI-H460 lung cancer; 82,000 tested, 6.8% active
NCI-H322M = NCI-H322M lung cancer | 80,000 tested, 2.7% active | AID 1794733
COLO 205 = COLO 205 colon cancer; 79,000 tested, 7.3% active
HT29 = HT29 colon cancer | AID 1794748 | 81,000 tested, 7.4% active
NCI-H23 = NCI-H23 lung cancer; 80,000 tested, 4% active; AID 1794731
SW-620 = SW-620 colon cancer; 82,000 tested, 5.2% active; AID 1794795
NCI-H226 = NCI-H226 lung cancer; 79,000 tested, 3.5% active; AID 1794732
* = called active by the depositor; x = not tested or not shown. Rule for the calls: active = growth percent below 10; inactive = the rest.

SMILES	NCI-H522	HCT-15	NCI-H460	NCI-H322M	COLO 205	HT29	NCI-H23	SW-620	NCI-H226
O=C(CCCCCCC(=O)c1ccccc1)c1ccccc1	92	106	104	111	109	93	96	79	105
O=C1/C(=C\c2cccn2C(=O)c2ccc(Cl)cc2)c2ccccc2N1c1c(Cl)cccc1Cl	94	96	109	97	99	108	91	104	91
Cc1ccc(C2=CSc3ccccc3N2)cc1	x	97	101	85	105	117	103	98	93
C1=C[C@H](c2c[nH]c3ccccc23)c2[nH]c3ccccc3c2[C@H]1c1c[nH]c2ccccc12	106	94	104	90	104	101	84	94	95
CC(C)OC(=O)Nn1cnc2ccccc21	103	120	114	122	130	111	98	111	106
COc1cccc(N)c1N	68	95	93	94	90	84	92	97	93
CC(C)(C)OC(=O)N1CCN(CCn2cc(C(F)(F)F)c3c(Cl)ncnc32)CC1	-2.6*	11	59	96	102	23	45	12	108
COc1ccc(-c2nc(SCCC(C)C)nc(N(CCO)CCO)c2C#N)cc1	63	81	101	89	91	77	92	94	81
CCCSc1nc(-c2ccc(OCc3ccccc3)cc2)c(C#N)c(=O)[nH]1	46	57	70	92	112	89	81	93	69
N#Cc1ccc(C(=O)C[n+]2ccn(CC(=O)Nc3cccc4cccnc34)c2)cc1	93	100	101	96	101	101	98	97	91
NC(=O)c1cc(Cl)ccc1NC(=O)COc1ccccc1	44	33	30	47	25	18	x	35	90
Oc1ccc(/C=N/Nc2nc(N/N=C/c3ccc(O)c(O)c3)nc(N3CCOCC3)n2)cc1O	97	103	108	91	107	112	99	104	98
COc1ccccc1NC(=S)N1CCC(CCCC2CCN(C(=S)Nc3ccccc3OC)CC2)CC1	x	91	100	104	105	84	86	111	73
CC(C)(C)N1CC(O)C1	75	103	107	103	121	94	101	109	94
O=C1CSC(c2ccccc2)Nc2n[nH]c(-c3ccccc3)c21 (stereo unspecified)	75	105	104	107	124	96	93	104	95
CCOC(=O)C(C(=N)C(=N)C(C(=O)O)C(=O)OCC)C(=O)O (stereo unspecified)	86	99	99	100	113	96	105	94	105
COC1=CC(c2ccc[nH]2)=N/C1=C\c1[nH]c(C)c(CCCn2cc(CCCCCCCCC[C@@H]3Cc4cc(O)ccc4C4CC[C@]5(C)[C@@H](O)CC[C@H]5C43)nn2)c1C (stereo partly specified)	25	35	37	45	36	24	50	45	68
O=[N+]([O-])c1ccc(F)c(C(F)(F)F)c1	101	97	106	113	120	108	105	105	101
O=C(CNc1ccc(Br)cc1)N1CCN(c2ncnc3c2cnn3-c2ccccc2)CC1	26	65	58	77	106	86	57	73	46
CCOC(=O)/C=C/CC1CCNC1 (stereo unspecified)	84	104	111	109	111	x	98	111	106
COc1ccc(-c2nn3c(-c4ccccc4F)nnc3s2)cc1	20	32	30	75	42	39	x	34	89
O=C1CCC(=O)N1CN1CCN(c2cc(=O)n(-c3ccccc3)c3ccccc23)CC1	97	101	107	100	114	115	104	106	100
CC(=O)C1(c2ccccc2)Oc2ccccc2-n2c(C#N)c3ccccc3c2C1=O (stereo unspecified)	x	79	104	96	105	110	94	106	98
Cc1ccsc1[C@@H]1C[C@@H]2Cc3ccc4ccccc4c3N1O2	82	91	104	87	102	x	94	98	79
CC(=O)N1N=C(c2ccc(F)cc2)CC1c1cn(Cc2ccc(Cl)cc2)c2ccccc12 (stereo unspecified)	69	78	74	89	106	77	86	81	76
O=C(NNc1nccc(Nc2ccc(S(=O)(=O)Nc3ccncc3)cc2)n1)C(Cl)(Cl)Cl	91	107	111	97	110	94	102	107	106
CC(C)CCC(CC(C)C)=NCC(C)O (stereo unspecified)	89	106	107	99	107	105	107	102	99
N#CC1(Nc2ccc(S(N)(=O)=O)cc2)CCCC1	106	103	117	138	107	x	103	110	102
CC(C)(C)CC(=O)Nc1ccccc1	102	107	103	104	105	105	105	104	93
CCOC(=O)Cn1c(-c2ccccc2)cc(-c2ccccc2)c(C#N)c1=O	83	88	102	96	108	104	87	97	98

An excerpt from above in order of number of heavy atoms, ascending.
SMILES	NCI-H522	HCT-15	NCI-H460	NCI-H322M	COLO 205	HT29	NCI-H23	SW-620	NCI-H226
CC(C)(C)N1CC(O)C1	75	103	107	103	121	94	101	109	94
CCOC(=O)/C=C/CC1CCNC1 (stereo unspecified)	84	104	111	109	111	x	98	111	106
O=[N+]([O-])c1ccc(F)c(C(F)(F)F)c1	101	97	106	113	120	108	105	105	101
CC(C)CCC(CC(C)C)=NCC(C)O (stereo unspecified)	89	106	107	99	107	105	107	102	99
N#CC1(Nc2ccc(S(N)(=O)=O)cc2)CCCC1	106	103	117	138	107	x	103	110	102
NC(=O)c1cc(Cl)ccc1NC(=O)COc1ccccc1	44	33	30	47	25	18	x	35	90
Cc1ccsc1[C@@H]1C[C@@H]2Cc3ccc4ccccc4c3N1O2	82	91	104	87	102	x	94	98	79
COc1ccc(-c2nn3c(-c4ccccc4F)nnc3s2)cc1	20	32	30	75	42	39	x	34	89
CCCSc1nc(-c2ccc(OCc3ccccc3)cc2)c(C#N)c(=O)[nH]1	46	57	70	92	112	89	81	93	69
N#Cc1ccc(C(=O)C[n+]2ccn(CC(=O)Nc3cccc4cccnc34)c2)cc1	93	100	101	96	101	101	98	97	91
O=C1CCC(=O)N1CN1CCN(c2cc(=O)n(-c3ccccc3)c3ccccc23)CC1	97	101	107	100	114	115	104	106	100
CC(=O)N1N=C(c2ccc(F)cc2)CC1c1cn(Cc2ccc(Cl)cc2)c2ccccc12 (stereo unspecified)	69	78	74	89	106	77	86	81	76
Oc1ccc(/C=N/Nc2nc(N/N=C/c3ccc(O)c(O)c3)nc(N3CCOCC3)n2)cc1O	97	103	108	91	107	112	99	104	98
COc1ccccc1NC(=S)N1CCC(CCCC2CCN(C(=S)Nc3ccccc3OC)CC2)CC1	x	91	100	104	105	84	86	111	73
COC1=CC(c2ccc[nH]2)=N/C1=C\c1[nH]c(C)c(CCCn2cc(CCCCCCCCC[C@@H]3Cc4cc(O)ccc4C4CC[C@]5(C)[C@@H](O)CC[C@H]5C43)nn2)c1C (stereo partly specified)	25	35	37	45	36	24	50	45	68

New compounds follow.
SMILES	NCI-H522	HCT-15	NCI-H460	NCI-H322M	COLO 205	HT29	NCI-H23	SW-620	NCI-H226
COc1ccc(-c2c(N)oc3ccc(Cl)cc3c2=O)cc1OC	89	105	108	102	111	104	97	104	106
Cc1nc2sc(C(=O)Nc3cccc(Cl)c3)c(N)c2cc1C(O)c1ccccc1 (stereo unspecified)	3.9*	14	6.1*	60	21	15	32	33	54
O=c1[nH]c(=O)c2[nH]c(=S)[nH]c2[nH]1	x	93	105	x	97	100	97	103	103
CC(=O)c1c(C)nc2ccccc2c1/C=C/c1ccc(C)cc1	68	98	104	89	116	75	59	99	86
O=C(NC(Cc1ccc(O)cc1)C(=O)N=Nc1c(O)[nH]c2ccccc12)c1ccccc1 (stereo unspecified)	97	103	107	102	109	101	95	96	100
ClC1=C(Cl)C(Cl)=C(Cl)C1=Cc1ccc(Cl)cc1	27	66	-63*	107	14	-30*	33	-84*	88
CCC(=O)Cc1ccncc1	90	100	106	103	111	98	99	103	103
CC12CCC3C4(C)COC(c5cccc([N+](=O)[O-])c5)OC4CCC3(C)C1CC(C1=CCOC1=O)O2 (stereo unspecified)	79	98	106	102	108	97	90	98	88
Cc1cc(C)c(N2C(=O)CC(Nc3cccc(C)c3C)C2=O)c(C)c1 (stereo unspecified)	98	108	109	99	115	109	104	103	110
O=C1/C(=C2\SC(=S)N(Cc3ccccc3)C2=O)SC(=S)N1Cc1ccccc1	93	103	104	101	110	107	94	101	102
CC1=C(C)C(=O)C(Nc2ccc(C)c(C)c2)=C(Br)C1=O	97	92	100	102	116	107	77	103	90
CC(=O)c1cc2ccccc2o1	84	100	108	110	114	95	98	112	107
COc1ccc(/C=C/c2nn3c(-c4cccc(Br)c4)nnc3s2)cc1	96	98	103	97	105	104	97	103	95
N#C/C(=C/c1cc(Br)cc(Br)c1O)C(N)=O	106	102	108	90	102	103	97	96	94
N#Cc1c(-c2ccc(Cl)cc2)nc(NN=Cc2cccc(Cl)c2)nc1N1CCOCC1	94	35	92	89	61	40	101	53	92
Cc1cc(N2CCN(CC(=O)Nc3ccc4c(ccn4Cc4ccccc4)c3)CC2)nc(N2CCOCC2)n1	74	65	95	90	98	67	84	95	84
COc1ccc2c(c1)c(/C=C(\C#N)C(=O)N1c3ccccc3Sc3ccc(SC)cc31)cn2C	94	93	100	89	106	98	90	88	89
O=C1CC2(CCCCC2)CC(=O)N1CCc1ccccc1	84	98	114	116	121	93	112	105	110
COc1ccc(CNc2c3ccccc3nc3ccccc23)cc1F	36	11	6.3*	32	8.7*	12	27	17	43
CCCCCN1C=C/C(=C\C(=O)N(C)c2cccc(Cl)c2)c2ccccc21	83	106	107	101	108	91	87	99	97
Cc1ccc(Nc2cccc3cccc(S(=O)(=O)O)c23)cc1	120	102	104	110	126	117	101	94	94
O=C1[C@@H]2Cc3c([nH]c4ccccc34)[C@@H](c3ccc(Br)cc3)N2C(=O)CN1C1CCN(Cc2c(Cl)cccc2Cl)CC1	86	70	79	84	83	65	86	96	79
Nc1nc2c(c(-c3nc(N)nc4c3Cc3ccccc3-4)n1)Cc1ccccc1-2	98	99	114	106	122	121	93	113	90
COc1ccc2c(c1)O/C(=C\c1cccc(O)c1)C2=O	88	95	102	95	120	109	98	98	84
O=C(c1ccc(F)cc1)c1ccc(F)cc1	100	121	120	108	99	x	102	104	123
NC1=NCCO1	88	96	x	117	103	110	94	x	94
O=C(NCC1CCCCC1)NCC1CCCCC1	94	110	105	x	118	106	113	106	x
Cn1c(=O)c2[nH]c(SC/C(=N/O)c3ccc(Br)cc3)nc2n(C)c1=O	-15*	76	21	35	110	70	36	93	-7.0*
C#CC1CC2Cc3c(C)ccc(C)c3N1O2 (stereo unspecified)	100	x	109	96	109	x	97	109	99
NC1CCN(Cc2ccccc2)CC1	102	105	111	114	100	101	102	101	105

Next part (2 carried over from the part before).
SMILES	NCI-H522	HCT-15	NCI-H460	NCI-H322M	COLO 205	HT29	NCI-H23	SW-620	NCI-H226
C#CC1CC2Cc3c(C)ccc(C)c3N1O2 (stereo unspecified)	100	x	109	96	109	x	97	109	99
NC1CCN(Cc2ccccc2)CC1	102	105	111	114	100	101	102	101	105
COc1ccc(NC(=O)CNc2ccc(-c3nc4ccccc4s3)cc2)cc1	92	93	100	92	106	97	95	109	89
NS(=O)(=O)c1ccc(Nc2nc(N/N=C/c3c[nH]c4ccccc34)nc(Nc3ccccc3)n2)cc1	32	75	41	54	41	32	47	49	42
N#Cc1c(-c2cccc(Br)c2)n2c(nc1=O)SC(=O)C2=O	99	99	107	112	121	105	100	104	100
CN1C(=O)N(C)C2(c3ccccc3)OC(=S)NC12c1ccccc1 (stereo unspecified)	90	100	112	92	107	89	99	111	x
COC(=O)CCSC1=C(C)C(=O)c2ccccc2C1=O	62	58	101	99	120	110	71	96	87
Oc1ccccc1C=Nc1ccc(N2CCN(c3ccccc3)CC2)cc1	96	100	111	98	94	100	93	110	110
O=C1CSC(=Nc2ccc(Cl)cc2Cl)N1	94	101	101	102	117	110	100	101	101
O=C(O)CCN1C(=O)/C(=C/c2ccc(-c3cccc([N+](=O)[O-])c3)o2)SC1=S	92	96	101	86	96	100	94	96	106
Nc1nc2c(c(=O)[nH]1)C(c1ccc(Cl)cc1)C=C(C(=O)O)N2 (stereo unspecified)	104	106	105	125	114	111	103	102	117
CCOC(=O)C1CC(CCl)OC1=O (stereo unspecified)	102	107	109	100	99	105	100	107	101
COc1ccc2c(c1)C(=O)C1NC(=O)NC(=O)C1(Br)N2 (stereo unspecified)	107	98	99	122	108	112	110	108	106
COc1ccc(/C(=C\c2ccc3c(c2)OCO3)C(=O)Nc2nc3ccc(Cl)cc3s2)cc1	76	89	111	96	113	90	113	110	98
